# Compound activity deposited in PubChem by several laboratories.
# TLR9-MyD88 inh – blocks human TLR9 binding to MyD88; inhibition, % at 4.98 µM; Q9NR96+Q99836; actives 0.21% (n = 340,000); CHO BLA complementation TLR9-MyD88, CCF4 FRET ratio; AID 504734;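 active = inhibition above the mean over all tested compounds plus 3 SD, cut at about 21% in these data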;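 note: 0% = DMSO only wells and 100% = clavulanate BLA inhibitor control wells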
# SRC1 inh – human NCOA1 inhibition; actives 0.12% (n = 360,000); inhibition, % at 3.6 µM; AID 588354; HEK293 GAL4-SRC1 luciferase reporter, luminescence; Q15788;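 active = inhibition above the campaign mean plus 3 SD, with each screening campaign given its own cutoff, cut at about 60% in these data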;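 note: 0% = DMSO treated cells and 100% = gossypol at 36 µM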
# TRAIL sens C8 – caspase-8 TRAIL sensitization. inhibition (viability loss, TRAIL sensitization), % at 10 µM. NB7+C8 cells + TRAIL, ATPlite viability luminescence. AID 624354. actives 1% (n = 360,000);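 active = compounds causing at least 50% loss of cell viability in the single-dose screen, relative to plate controls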
# TROY signal inh – inhibitors of TROY-dependent NF-kB signaling; Q293 LMP1-TROYcd NF-kB luciferase reporter, 4 h; inhibition, % at 10 µM; actives 0.98% (n = 360,000);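 active = compounds whose plate-normalised and pattern-corrected inhibition of the luciferase reporter signal at the single screening dose is 50% or more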
# SRC3 inh – inhibits human SRC3 coactivator | Q9Y6Q9 | HEK293 GAL4-SRC3 luciferase reporter, luminescence | inhibition, % at 3.6 µM | actives 0.17% (n = 360,000) | AID 588352;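 active = inhibition above a per-campaign cutoff, the mean of all compounds plus 3 SD, cut at about 60% in these data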;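 note: 0% = DMSO-treated cells and 100% = gossypol-treated cells at 36 µM; higher means less SRC3-driven luciferase light from the GAL4 reporter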
# NOD2 RIPK2 PPI – blocks binding of human NOD2 to RIPK2. CHO BLA complementation NOD2-RIPK2, CCF4 ratio. inhibition, % at 4.98 µM. actives 0.38% (n = 360,000); in the data active = inhibition above about 21%;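 note: 0% = vehicle only and 100% = reference blocker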
# SRC2 inh – human SRC2 (NCOA2) inhibition; Q15596; HEK293 GAL4-SRC2 luciferase reporter, luminescence; inhibition, % at 9 µM; actives 0.17% (n = 370,000); AID 651957;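 active = inhibition above the mean inhibition of all tested compounds plus 3 SD, set per campaign, cut at about 52% in these data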;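 note: 0% = DMSO treated cells and 100% = cells given Gossypol at 36 µM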
# EBV LMP1 NFkB – reduces LMP1-driven NF-kappaB luciferase signal; LMP1-induced NF-kappaB luciferase reporter cells, luminescence; inhibition, % at 12.5 µM; actives 0.69% (n = 350,000); in the data active = inhibition above about 41%; inconclusive = no clear call, values can overlap the other calls;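 note: 0% = neutral control wells and 100% = reference inhibitor control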
# LRH-1 inv ag – NR5A2 inverse agonism in reporter assay; O00482; HEK293T StAR-luciferase reporter, LRH-1 transfected, 24 h; inhibition, % at 3.6 µM; actives 0.13% (n = 360,000);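 active = inhibition above the mean inhibition of all tested compounds plus 3 SD, cut at about 73% in these data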;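 note: 0% = DMSO wells and 100% = reporter-only cells lacking LRH-1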
# Vif inh – inhibitors of HIV Vif | HEK293T cells, Vif self-association by quenched fluorescence, imaging, 24 h | inhibition, % at 7.49 µM | actives 0.35% (n = 340,000) | AID 602346; in the data active = inhibition above about 50%, passing the limit was not always enough; inconclusive = no clear call, values can overlap the other calls; inactive = below about 31%; note: some results filed as inactive read as strong as hits
# NR2F2 inh – NR2F2 (human) inhibition, primary screen; P24468; HEK293T NGFI-A luciferase reporter, luminescence; inhibition, % at 8.6 µM; actives 0.7% (n = 370,000); AID 686940;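 active = inhibition above a per-plate cutoff, mean inhibition of test wells between control levels plus 3 SD, cut at about 38% in these data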;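 note: cells cotransfected with COUP-TFII expression vector driving the NGFI-A reporter; 0% = median of COUP-TF2 test wells and 100% = reporter-only cells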
# * hit, by the source's call; ? = inconclusive; . = no result given.
entry	molecule	TLR9-MyD88 inh	SRC1 inh	TRAIL sens C8	TROY signal inh	SRC3 inh	NOD2 RIPK2 PPI	SRC2 inh	EBV LMP1 NFkB	LRH-1 inv ag	Vif inh	NR2F2 inh
1	CN(C(=O)COC(=O)c1c2c(nc3ccccc13)/C(=C/c1cccc([N+](=O)[O-])c1)CCC2)C1CCS(=O)(=O)C1 (stereo not drawn)	-6	-21	16	-33	-12	-3	7	-82	20	-5	-16
2	COC(=O)c1cc(-c2cccc([N+](=O)[O-])c2)c2c(=O)[nH]c(=O)n(C)c2n1	7	10	-3	-8	-5	0	15	4	13	13	-1
3	O=C(N/N=C/c1cccc([N+](=O)[O-])c1)C1CC(=O)N(c2ccc(Br)cc2)C1 (stereo not drawn)	-12	-3	2	2	-1	-6	9	4	19	-8	9
4	CN1C(=O)N(C)C2(C)CC1(C)N(C)C(=O)N2C	0	24	0	-1	22	8	-24	-11	8	0	11
5	Cc1nnc(SCC(=O)Nc2ncc3c(n2)CC(C)(C)CC3=O)s1	-1	-70	-5	-7	1	2	-23	3	-24	8	11
6	CN(C(=O)CN1C(=O)/C(=C/c2ccccc2F)SC1=S)C1CCS(=O)(=O)C1 (stereo not drawn)	1	-14	-6	-5	0	1	-5	-8	10	15	17
7	O=C(Cn1c(=O)oc2cc(S(=O)(=O)N3CCc4ccccc43)ccc21)N1CCCCC1	5	-10	-7	-5	-54	-9	-33	8	29	2	-1
8	CCCN(CCC)C(=O)CC(c1ccccc1)c1ccc(C)cc1O (stereo not drawn)	-14	-14	-1	8	9	2	2	2	3	13	-16
9	Cc1ccnc(NC(=O)C2CCN(S(=O)(=O)c3ccc(C)c(C)c3)CC2)c1	2	-52	-12	34	-35	0	-47	-11	-43	2	-19
10	O=C(/C=C/c1ccccc1)Nc1cccc(C(=O)N2CCCCC2)c1	-14	-36	29	-38	-46	-11	-47	-7	-33	-6	-7

# Some of the entries above, reformatted:
# The line under a structure holds: TLR9-MyD88 inh | SRC1 inh | TRAIL sens C8 | TROY signal inh | SRC3 inh | NOD2 RIPK2 PPI | SRC2 inh | EBV LMP1 NFkB | LRH-1 inv ag | Vif inh | NR2F2 inh
(3) O=C(N/N=C/c1cccc([N+](=O)[O-])c1)C1CC(=O)N(c2ccc(Br)cc2)C1 (stereo not drawn)
    -12 | -3 | 2 | 2 | -1 | -6 | 9 | 4 | 19 | -8 | 9
(4) CN1C(=O)N(C)C2(C)CC1(C)N(C)C(=O)N2C
    0 | 24 | 0 | -1 | 22 | 8 | -24 | -11 | 8 | 0 | 11

# (cont.)
entry	molecule	TLR9-MyD88 inh	SRC1 inh	TRAIL sens C8	TROY signal inh	SRC3 inh	NOD2 RIPK2 PPI	SRC2 inh	EBV LMP1 NFkB	LRH-1 inv ag	Vif inh	NR2F2 inh
11	O=C(N/N=C/c1cccnc1)c1cc(Br)ccc1O	-16	-63	29	16	-76	5	-50	3	-62	8	-15
12	O=C(CN1C(=O)NC2(CCCC2)C1=O)NNC(=O)c1ccc(F)cc1	-12	-9	-9	2	6	-1	-3	1	-10	-9	-2
13	COCCn1c(SCC(=O)Nc2cccc(OC)c2)nnc1-c1ccc(Cl)cc1	-1	14	3	4	29	-3	18	9	-2	-3	14
14	CCCN(Cc1nnc(-c2cccs2)o1)C(=O)c1cc(S(=O)(=O)N2CCOCC2)ccc1C	-3	-16	11	10	21	10	1	4	-5	14	-7
15	CC(C)CC(=O)c1c[nH]c(C(=O)NCc2ccc(F)cc2)c1	4	3	-19	2	-12	-9	10	10	-6	10	-5
16	Cc1ccc2c(CSc3nc4nc(C)cc(C)n4n3)cc(=O)oc2c1	3	0	3	.	10	-5	13	11	0	-2	3
17	O=C(O)Cc1ccc(NS(=O)(=O)c2ccccc2Cl)cc1	.	-1	15	1	15	0	3	-3	-20	-10	15
18	C=CCn1c(O)c(C=Nc2ccc(CN3CCCCC3)cc2)c(=O)[nH]c1=S	.	-13	-6	-5	-12	-2	1	.	13	6	2
19	COc1ccc(S(=O)(=O)Nc2ncccn2)cc1	-1	-9	2	-9	-8	-1	-33	-2	0	0	-9
20	CCn1c(SCC(=O)NC2(C#N)CCCCC2)nc2ccccc2c1=O	1	-1	11	-13	-8	-10	-27	3	-17	1	16
21	CCCCn1nnnc1C1(C)CCC(=O)N1CCOc1ccccc1 (stereo not drawn)	.	.	-7	-8	.	2	-32	.	14	.	3
22	CCCCCCCNC(=O)C1(CC2CC(c3cccc(Br)c3)=NO2)CCN(C(=O)OC(C)(C)C)CC1 (stereo not drawn)	-6	15	6	-30	23	-1	-15	-1	6	-2	21
23	Cc1ccc(-c2nc(C(Cl)Cl)c3ccccc3n2)cc1	-9	-35	31	-59	-31	0	-26	-21	-2	11	-37
24	Cc1noc(C)c1C(=O)N1CCN(c2ccccc2O)CC1	-10	15	-9	14	-6	-2	-8	5	22	6	-14
25	COC(=O)c1cc(-c2ccccc2)n(CC(=O)O)c1C	-12	-17	3	-18	-2	-9	-28	-8	-13	2	6
26	COc1cccc(NC(=O)c2ccc3c(c2)CCN3S(C)(=O)=O)c1	-8	-33	5	-26	-22	-2	-21	-11	-34	-2	-23
27	CCC(C)(C)NC(=O)CN(C(=O)C(=O)Nc1ccc2c(c1)OCCO2)C1CC1	-12	-4	4	-6	-13	-7	-4	-9	-2	0	-10
28	COc1ccc2c(c1)[C@H]1[C@H](CO2)[C@H](c2ccccc2)[C@]2(C)C(=O)N[C@H](C)C(=O)N12	2	-1	1	-3	-19	-1	-24	-6	-8	-2	-12
29	COc1cccc(CC(NC(C)=O)C(=O)NC2CCN(c3c(Cc4ccccc4)c(C)nc4ncnn34)CC2)c1OC (stereo not drawn)	6	2	0	6	16	-3	-20	0	15	1	-3
30	Cc1ccc(Cc2c(-c3ccc(C)cc3)nc3cc(C)ccn23)cc1	2	-89	21	-16	-75	10	-66	-9	-145	-1	-25
31	CC1(Cc2ccc3c(c2)OCO3)NC(=O)NC1=O (stereo not drawn)	-3	-1	1	0	9	-1	15	-1	3	-2	18
32	COc1ccc(/C=N\NC(=O)c2sccc2C)cc1Cn1nc(C)cc1C	2	-97	-11	-14	-52	-10	-117	-6	-77	2	-126
33	O=C(O)c1ccccc1/C=N/NC(=O)c1cc(-c2ccco2)nc2ccccc12	-4	5	31	14	0	-7	-11	4	-14	3	25
34	CC(C)CCNc1nc(N)c([N+](=O)[O-])c(NC2CCCCC2)n1	-3	8	-4	-23	7	-12	4	-9	22	13	10
35	COc1cc(C(N)=O)cc(Br)c1OCc1ccccc1	-7	-8	-7	-3	-8	-8	-19	-1	-7	-6	-10
36	COc1cccc(C2C(C(=O)Nc3nc4ccccc4s3)=C(C)NC3=C2C(=O)CC(C)(C)C3)c1OC (stereo not drawn)	-9	-8	0	.	-2	-9	-7	7	-4	-3	0
37	O=C(NCC(c1ccco1)N1CCCC1)c1sc2cc(F)ccc2c1Cl (stereo not drawn)	-14	-14	4	-20	-33	-1	14	-17	-29	4	15
38	CCNc1nc(NC(C)C)nc(SCCOC(=O)c2ccccc2)n1	0	0	-8	-3	12	6	14	-1	9	-14	-12
39	CC(=O)c1ccc2c(c1)Cc1cc(C(C)=O)ccc1-2	3	-103	23	-90	-69	6	-36	-18	-118	-9	-47
40	COc1ccc(/C=N/NC(=O)c2cccc(NC(=O)c3ccc(Cl)cc3)c2)c(OC)c1	0	-35	14	-57	-12	2	-18	10	-19	1	-4
41	Cn1ccnc1SCCNC(=O)C1CCC(=O)N(Cc2ccc(Cl)cc2)C1 (stereo not drawn)	-9	-7	-16	-4	10	-4	-9	-8	-1	15	-8
42	CCCCC1=CC2=CC(=O)C(C)(OC(=O)CC)C(=O)C2=CN1CCc1c[nH]c2ccccc12 (stereo not drawn)	-8	8	-8	4	-23	-5	4	1	21	-13	4
43	Cc1cccc(-n2c(=O)[nH]c3c(C(N)=O)nc(C(C)C)nc32)c1	-7	17	7	0	2	-3	4	-9	-8	2	17
44	COc1ccc(-c2csc3ncnc(N4CCN(S(=O)(=O)c5ccc(C)cc5)CC4)c23)cc1	7	-8	-11	7	-8	0	-29	-13	6	.	14
45	Cc1cc(C)c2nc3sc(=Cc4ccc(-c5ccccc5C(=O)O)o4)c(=O)n3c2c1	.	-3	-7	-6	-9	6	0	.	4	-11	-4
46	CC(C)(C=O)Cc1cc(C(C)(C)C)c(O)c(C(C)(C)C)c1	2	-9	1	14	1	8	9	-13	6	10	11
47	Cc1cc(-c2ccccc2C(=O)O)on1	-5	10	-5	9	-4	0	-3	-15	-4	1	8
48	CCc1ccccc1N(CC(=O)N1CCCCCC1)S(C)(=O)=O	0	2	3	-1	1	-2	0	2	2	-6	8
49	O=c1c2ccccc2nc(CSc2nnnn2-c2ccccc2)n1-c1cccc(C(F)(F)F)c1	5	4	-9	-1	14	2	-38	0	-6	-6	-6
50	Brc1cccc(CNCC2CCCO2)c1 (stereo not drawn)	-7	8	-3	-9	-4	-10	-11	2	-14	-4	3
51	CC12CCC(C(=O)Nc3ccccc3N3CCOCC3)(CC1=O)C2(C)C (stereo not drawn)	-3	-2	-24	1	16	-13	-12	-9	8	-2	-2
52	Cc1ccc(N(C(=O)CNC(=O)c2ccco2)C(C(=O)NC2CCCCC2)c2cccnc2)cc1F (stereo not drawn)	-7	6	0	-8	-4	-7	-2	2	6	?	20
53	CCN(C(=O)CN1C(=O)S/C(=C\c2ccccc2Cl)C1=O)C1CCS(=O)(=O)C1 (stereo not drawn)	-3	-9	2	-37	-12	6	-18	-1	9	7	4

# Ordered by value in NOD2 RIPK2 PPI (rising): seven of the compounds above.
no. | SMILES | NOD2 RIPK2 PPI
50 | Brc1cccc(CNCC2CCCO2)c1 (stereo not drawn) | -10
52 | Cc1ccc(N(C(=O)CNC(=O)c2ccco2)C(C(=O)NC2CCCCC2)c2cccnc2)cc1F (stereo not drawn) | -7
42 | CCCCC1=CC2=CC(=O)C(C)(OC(=O)CC)C(=O)C2=CN1CCc1c[nH]c2ccccc12 (stereo not drawn) | -5
43 | Cc1cccc(-n2c(=O)[nH]c3c(C(N)=O)nc(C(C)C)nc32)c1 | -3
48 | CCc1ccccc1N(CC(=O)N1CCCCCC1)S(C)(=O)=O | -2
47 | Cc1cc(-c2ccccc2C(=O)O)on1 | 0
45 | Cc1cc(C)c2nc3sc(=Cc4ccc(-c5ccccc5C(=O)O)o4)c(=O)n3c2c1 | 6

# A portion of the library; count on the stated rates, not on these rows.
